XIAP antagonists = XIAP antagonists, biochemical, IAP family, fluorescence polarization (AID 1018) | XIAP BIR domain, fluorescence polarization peptide displacement; higher % means a stronger effect | one-dose displacement, % at 20 µM; IC50 in µM for titrated hits | actives 0.007% (n = 200,000) | E3 ubiquitin-protein ligase XIAP (Homo sapiens); in the data active = displacement above about 50%; note: a part of the inactive calls stands beside numbers as strong as those of hits
PMI inhibition = human PMI inhibitors, high substrate, primary screen, biochemical, fluorescence intensity, high mannose 6-phosphate (AID 1220); Mannose-6-phosphate isomerase (Homo sapiens); actives 0.66% (n = 190,000); inhibition, % at 20 µM, or IC50 in µM where a hit was titrated; recombinant PMI enzyme, coupled fluorescence intensity; higher % means a stronger effect
P. falciparum M17LAP = P. falciparum M17LAP inhibitors, primary screen, biochemical, fluorogenic H-Leu-NHMec substrate, 1536-well (AID 1619) | Leucine aminopeptidase (Plasmodium falciparum (isolate 3D7)) | recombinant M17LAP, H-Leu-NHMec fluorogenic kinetic assay; higher % means a stronger effect | inhibition, % at 30 µM; hits with a dose series show IC50 in µM | actives 0.38% (n = 220,000);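 active = compound inhibiting the enzyme by more than half at any dose during confirmatory dose-response retesting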;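 note: plate controls were full reaction with DMSO carrier for no effect and no enzyme background for full effect; strong numbers were not always called active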
Myeloid diff 2 = induction of myeloid progenitor differentiation, primary screen, cell-based, flow cytometry, MLPCN library | calls only at 10 µM | AID 624256, 2012 | ER-HoxA9 myeloid progenitors, lysozyme-GFP differentiation | actives 1% (n = 360,000);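 active = normalized GFP-positive differentiation at or above the plate's own cutoff, the solvent-only control mean plus 3 SD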;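 note: cells exposed to compound for four days before flow analysis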
TNAP activators = human TNAP enzyme activators, primary screen, biochemical, luminescent, no phosphate acceptor, uHTS (AID 1001); purified TNAP, luminescent activation assay, no phosphate acceptor; higher activation fold means a stronger effect; one-dose activation fold at 20 µM; EC50 in µM for titrated hits; actives 0.03% (n = 200,000); in the data active = activation fold from about 3, or a potency from the dose series; inactive = the rest, 99 in 100 with activation fold below about 1.6; note: many of its hits are not listed in these tables
human PMI inhibition = inhibitors of human PMI, primary screen, biochemical, fluorescence intensity, coupled assay (AID 1209). purified PMI enzyme, coupled fluorescence intensity; higher % means a stronger effect. inhibition, % at 20 µM, or IC50 in µM where a hit was titrated. actives 0.42% (n = 190,000);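 note: plate controls were DMSO vehicle for no effect and wells lacking substrate for full effect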
ER stress rescue = rescue of cells from ER stress-induced death, primary screen, 384-well, CSM14.1, thapsigargin, ATP luminescence (AID 1222); CSM14.1 thapsigargin-induced death rescue, ATP luminescence; higher % means a stronger effect; one-dose cellular ATP content (survival), % at 20 µM; EC50 in µM for titrated hits; 190,000 tested, under 10 active;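 active = EC50 below 50 µM in the dose-response confirmation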;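 note: death triggered by thapsigargin at about 15 µM added after 2 h compound pretreatment; cell ATP read after overnight thapsigargin exposure of roughly 18 to 22 hours; normalized against plate controls of thapsigargin alone and 5% DMSO vehicle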
LYP phosphatase = inhibitors of LYP phosphatase, biochemical, fluorescence intensity, uHTS (AID 1779). recombinant LYP phosphatase, fluorescence intensity; higher % means a stronger effect. inhibition, % at 11.5 µM, or IC50 in µM where a hit was titrated. actives 0.054% (n = 290,000);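 note: plate controls were vehicle with enzyme for no effect and no enzyme for full effect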
M1AAP inhibition = P. falciparum M1AAP inhibitors, biochemical, fluorogenic H-Leu-NHMec substrate, 1536-well (AID 1445) | Aminopeptidase N (Plasmodium falciparum (isolate 3D7)) | recombinant M1AAP, H-Leu-NHMec fluorogenic kinetic assay; higher % means a stronger effect | inhibition, % at 30 µM, or IC50 in µM where a hit was titrated | actives 0.42% (n = 220,000);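 active = primary inhibition above the hit cutoff, then over 50% inhibition at one or more dose response concentrations, cut at about 23% in these data, passing the limit was not always enough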;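 note: plate controls were DMSO full reaction for no effect and no enzyme background for full effect; strong numbers were not always called active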
Myeloid diff 2 GFP+ MAC1+ % = second read-out of Myeloid diff 2, no call of its own (marks repeat the call); GFP+ MAC1+ double positive, %; measured here: differentiation confirmed by MAC1 staining
Numbers without * were called inactive; i = inactive; · = not tested or not shown. Cut-off read from the data, not from the text of the source, unless noted: active = inhibition above about 50%; inactive = the rest. Not a hit list; 2.7% or so of the library scored in one or more.

SMILES	XIAP antagonists	PMI inhibition	P. falciparum M17LAP	Myeloid diff 2	Myeloid diff 2 GFP+ MAC1+ %	TNAP activators	human PMI inhibition	ER stress rescue	LYP phosphatase	M1AAP inhibition
Cc1onc(-c2c(Cl)cccc2Cl)c1C(=O)N1CCN(c2ccccc2)CC1	10%	4%	1%	i	0.2	1.1	7%	2.5%	-3%	7%
Cn1nnnc1SCC(=O)N1CCN(c2ccccc2)CC1	-1.6%	-3%	5%	i	1.3	1.1	-2%	·	3%	-2%
CC(CNC(=O)c1ccc(N)cc1)NC(=O)c1ccc(N)cc1 (stereo not drawn)	-5.2%	3%	2%	i	0.2	1.2	-7%	-1.5%	-2%	5%
O=C(C1CCN(C2CCN(Cc3ccc4cc(F)ccc4n3)CC2)CC1)N1CCCC1	-1.5%	-1%	-2%	i	0.3	1.1	-5%	-0.5%	-7%	-3%
O=C(CSc1ccc(-c2ccco2)nn1)c1ccccc1	-8.7%	0%	-11%	i	1.2	1	4%	0.6%	2%	17%
Cc1c(NC(=O)C(C)N2C(=O)c3ccccc3C2=O)c(=O)n(-c2ccccc2)n1C (stereo not drawn)	-6.3%	-4%	3%	i	0.7	1	-7%	0.7%	2%	2%
O=C(N/N=C/c1sc(N2CCOCC2)nc1-c1ccccc1)c1ccc(O)cc1	-1.9%	-3%	0%	i	1.0	1	-1%	6.3%	4%	6%
COC(=O)c1ccc(CSc2nnc(C)n2N)o1	1.0%	-10%	12%	i	0.4	1.1	-8%	-3.3%	-2%	4%
Cc1ccc(N2CC(c3nc4ccccc4n3C)CC2=O)cc1C (stereo not drawn)	-8.1%	1%	2%	i	2.9	1	8%	1.2%	0%	-2%
O=c1[nH]c(-c2ccccc2O)nc2c1CCCC2	-1.0%	-2%	-4%	i	0.6	1.2	0%	·	-2%	4%
CCCCn1c(N)c(N(CCC(C)C)C(=O)COC(=O)c2ccco2)c(=O)[nH]c1=O	0.2%	3%	0%	i	0.7	1.1	9%	-2.1%	-4%	9%
CC(=O)c1ccc(N2CCN(C(=O)c3ccc4nc[nH]c4c3)CC2)cc1	-2.2%	11%	1%	i	0.6	1.1	6%	-1.4%	1%	10%
O=CN1CCN(C(C(=O)NC2CCCC2)c2ccc(Cl)cc2)CC1 (stereo not drawn)	2.3%	6%	2%	i	1.0	1	1%	2.7%	-2%	0%
CN(C)CCSc1nc(-c2ccccc2)nc2c1CCC2	-13%	-6%	5%	i	0.6	0.9	4%	-2.3%	-4%	2%
COc1ccc(C(=O)CN2C(=O)NC3(CCCCC3)C2=O)cc1OC	3.2%	2%	1%	i	0.1	1.1	-4%	-0.3%	-2%	-3%
N=C1CCCN1CC(=O)c1ccc(Br)cc1	19%	3%	1%	i	0.3	1.1	0%	-1.8%	0%	-2%
CN(C)C(=O)CCc1nc2sc3c(c2c(=O)[nH]1)CCCC3	-4.2%	-9%	-2%	i	5.5	1	-8%	3.4%	-1%	0%
Fc1ccc(NC(=S)NN=C2CCCCCC2)cc1	1.5%	-7%	13%	i	0.5	1.1	-2%	-0.7%	0%	-1%
CC(=O)N(CCCN1CCOCC1)Cc1ccncc1	-4.0%	-20%	-7%	i	0.0	1.1	-12%	-1.9%	-3%	-6%
CC(NS(=O)(=O)c1ccc(CCC(=O)NCc2cccnc2)cc1)c1ccccc1 (stereo not drawn)	1.9%	1%	2%	i	0.5	1.1	-2%	-0.4%	-6%	1%

Among those listed so far, these contain fluorine.
SMILES	XIAP antagonists	PMI inhibition	P. falciparum M17LAP	Myeloid diff 2	Myeloid diff 2 GFP+ MAC1+ %	TNAP activators	human PMI inhibition	ER stress rescue	LYP phosphatase	M1AAP inhibition
O=C(C1CCN(C2CCN(Cc3ccc4cc(F)ccc4n3)CC2)CC1)N1CCCC1	-1.5%	-1%	-2%	i	0.3	1.1	-5%	-0.5%	-7%	-3%
Fc1ccc(NC(=S)NN=C2CCCCCC2)cc1	1.5%	-7%	13%	i	0.5	1.1	-2%	-0.7%	0%	-1%

Two neighbouring records out of the list so far, for reference:
SMILES	XIAP antagonists	PMI inhibition	P. falciparum M17LAP	Myeloid diff 2	Myeloid diff 2 GFP+ MAC1+ %	TNAP activators	human PMI inhibition	ER stress rescue	LYP phosphatase	M1AAP inhibition
CC(=O)N(CCCN1CCOCC1)Cc1ccncc1	-4.0%	-20%	-7%	i	0.0	1.1	-12%	-1.9%	-3%	-6%
CC(NS(=O)(=O)c1ccc(CCC(=O)NCc2cccnc2)cc1)c1ccccc1 (stereo not drawn)	1.9%	1%	2%	i	0.5	1.1	-2%	-0.4%	-6%	1%

More records
SMILES	XIAP antagonists	PMI inhibition	P. falciparum M17LAP	Myeloid diff 2	Myeloid diff 2 GFP+ MAC1+ %	TNAP activators	human PMI inhibition	ER stress rescue	LYP phosphatase	M1AAP inhibition
CCOC(=O)c1c(NC(NC(C)=O)C(Cl)(Cl)Cl)sc(C(C)=O)c1C (stereo not drawn)	-7.0%	2%	1%	i	0.6	1	-4%	0.4%	-2%	9%
Nc1ccc(C2(c3ccc(N)cc3)C(=O)Nc3ccccc32)cc1	-1.1%	-3%	6%	i	1.5	1	-4%	3.4%	-2%	14%
CCS(=O)(=O)NC(C)C(c1cccs1)N1CCN(c2ccc(F)cc2)CC1 (stereo not drawn)	-7.0%	7%	-5%	i	2.8	0.9	11%	-1.8%	-7%	-1%
Cc1ccc(S(=O)(=O)N(C)CC(=O)O/N=C(\N)c2cccc([N+](=O)[O-])c2)cc1	-6.4%	-10%	-4%	i	0.3	1.1	-3%	-0.2%	-4%	-2%
CCC(=O)Nc1cc(C)c(NC(=O)C23CC4CC(CC(C4)C2)C3)cn1	-4.6%	30%	-2%	i	0.5	1.1	-6%	-2.0%	3%	2%
CCOc1ccccc1Cn1c(=O)oc2ccc(C)cc21	-3.6%	10%	8%	i	0.6	1.1	10%	-1.6%	0%	1%
CCOc1ccccc1NC=C1C(=O)OC(C)(C)OC1=O	-2.4%	-12%	18%	i	0.7	1	-12%	2.9%	-1%	12%
CC(C)Oc1c(Br)cc(Br)cc1/C=N/NC(N)=S	-2.2%	-4%	-11%	i	0.3	0.9	-7%	-1.6%	1%	3%
COc1cc(OC)c(C2N(c3cc(C)on3)C(=O)C3CCCN32)cc1OC (stereo not drawn)	-2.2%	4%	9%	i	0.4	1.1	-3%	-0.8%	-4%	3%
COc1cc(N=c2ssnc2Cl)cc(OC)c1	-0.4%	27%	11%	i	0.0	1.2	20µM*	·	1%	14%
CCCCC(=O)Nc1ccnc(-c2cccnc2)n1	-2.6%	-14%	-5%	i	8.3	1.1	-5%	-0.1%	-8%	1%
COc1ccc(Oc2ncnc3c2ncn3Cc2ccccc2)cc1	-6.2%	9%	10%	i	1.3	1.1	22%	-1.7%	0%	2%
CCOc1cc(C(=O)CCC(=O)OCC(=O)N2c3ccccc3NC(=O)C2(C)C)ccc1O	-7.3%	-16%	-7%	i	0.7	1	-9%	-2.3%	-3%	14%
O=C(NC1CCCCC1NC(=O)c1ccco1)c1ccco1 (stereo not drawn)	-3.7%	9%	-15%	i	0.7	1.1	6%	-2.4%	-5%	0%
CC[C@@H](C)[C@@H](C(=O)N1CCN(C(=O)OC(C)(C)C)CC1)n1cc(CCCN=C(NC(=O)OC(C)(C)C)NC(=O)OC(C)(C)C)nn1	-8.0%	-1%	-2%	i	2.0	1	7%	i	9%	1%
CCCCN(CCCC)S(=O)(=O)c1ccc2[nH]c(=O)[nH]c2c1	-0.8%	6%	2%	i	9.0	1.1	9%	0.8%	-9%	4%
CCOC(=O)c1[nH]ncc1CN1CCCC(C(=O)c2ccc(OC)cc2C)C1 (stereo not drawn)	-3.4%	-12%	0%	i	0.1	1.1	-2%	-1.2%	0%	-2%
CCOC(=O)c1cn(CC#N)c2cc(F)c(F)cc2c1=O	-1.7%	2%	13%	i	0.5	1.1	-2%	0.0%	-2%	11%
CC1(C)OC(=O)N(CC(=O)Nc2ccccc2)C1(C)O (stereo not drawn)	-9.8%	-2%	1%	i	0.3	1.1	1%	-0.4%	-7%	5%
CN(C(=O)CS(=O)(=O)c1cn(CC(=O)N2CCOCC2)c2ccccc12)c1ccccc1	-1.8%	18%	0%	i	0.1	1	-4%	0.3%	-4%	11%
Cc1ccc(C(=O)NC(=S)Nc2cc(C(F)(F)F)ccc2Cl)cc1	-3.4%	-2%	-2%	i	0.7	1.1	1%	1.1%	2%	3%
O=C(N/N=C/c1ccccc1OC(F)F)c1cc(-c2ccncc2)nc2ccccc12	-3.4%	-8%	-3%	·	·	1.2	-11%	-1.4%	6%	10%
COc1ccc(CCNC(=O)C(=O)N/N=C/c2cccs2)cc1OC	-8.5%	·	3%	i	0.6	1	·	-3.1%	-1%	0%
Nc1nc(SCC(=O)Nc2ccc(OCc3ccccc3)cc2)n[nH]1	·	·	0%	i	0.8	·	·	·	-7%	-2%
O=C(CCC(=O)N1CCN(S(=O)(=O)c2ccccc2)CC1)c1cccs1	-6.6%	2%	0%	i	0.9	1.1	5%	·	5%	0%
CCOC(=O)c1[nH]c2ccccc2c1NC(=O)NC1CCCCC1	-5.1%	-11%	11%	i	1.4	1.1	2%	1.0%	-6%	-4%
Cn1c(=O)c2ncn(CC(=O)Nc3cc(C(F)(F)F)ccc3N3CCOCC3)c2n(C)c1=O	-7.8%	-10%	10%	i	5.0	1.1	0%	2.5%	-7%	3%
Cc1ccc(-c2nnc(SCc3nc(N)nc(Nc4ccccc4C)n3)n2N)cc1	-3.4%	6%	8%	i	0.2	1	6%	-0.2%	-3%	-4%
CC1Cc2ccccc2N1C(=O)CCNS(=O)(=O)c1ccc2c(c1)CCC(=O)N2 (stereo not drawn)	-0.1%	-7%	-5%	i	0.6	1.1	-18%	-1.2%	-11%	-3%
C=CCn1c(COc2ccc(Cl)cc2)nnc1SCC(=O)N/N=C/c1ccccc1	-3.4%	0%	-8%	i	1.4	1	3%	0.5%	0%	0%
Cc1c(-c2ccccc2)nc2ccccc2c1C(=O)Oc1ccc([N+](=O)[O-])cc1	-9.8%	-2%	-9%	i	2.2	1.1	-4%	-1.2%	3%	2%
Cc1cc2cc(CNC(=O)c3ccc4c(c3)OCO4)ccc2n1C	7.4%	-4%	-4%	i	6.1	1.1	6%	·	7%	6%
COc1ccc2nc(N3CCOCC3)cc(C)c2c1	-5.5%	5%	-105%	i	0.6	1.2	5%	-4.5%	-5%	8%
N#CC1=C(N)NC(SCc2ccc(Br)cc2)=C(C#N)C12CCCCC2	-1.6%	6%	-17%	i	0.6	1	7%	-2.2%	5%	1%
CC(=O)Nc1ccc(S(=O)(=O)NNC(=O)c2cccc3ccccc23)cc1	-2.8%	-3%	1%	i	0.5	1.1	-3%	2.6%	-8%	8%
CN1CCN(C2CC(=O)N(CCc3ccccc3)C2=O)CC1 (stereo not drawn)	·	·	15%	i	0.5	·	·	·	-6%	1%
CCOC(=O)C1=NN(c2ccccc2)C2(S1)SC(C(C)=O)=C(C)N2c1ccccc1 (stereo not drawn)	-1.4%	3%	-2%	i	1.0	1	7%	1.9%	-2%	2%
